Growth percent in the NCI-60 one-dose screen (48 h, 10 µM unless noted): 100 = growth as untreated, 0 = no growth, -100 = all killed.
ACHN = ACHN renal cancer; 81,000 tested, 4.9% active
786-0 = 786-0 renal cancer cells; 81,000 tested, 5.1% active
SN12C = SN12C renal cancer cells. 81,000 tested, 3.8% active. AID 1794767
CAKI-1 = CAKI-1 renal cancer; 75,000 tested, 4.7% active; AID 1794772
UO-31 = UO-31 renal cancer; 81,000 tested, 5.2% active; AID 1794768
IGROV1 = IGROV1 ovarian cancer | 79,000 tested, 4.7% active
TK-10 = TK-10 renal cancer cells. 81,000 tested, 3.9% active
NCI/ADR-RES = NCI/ADR-RES ovarian cells | 81,000 tested, 4.4% active
An asterisk follows results filed as active; x = not tested or not shown; & = joins results of further samples. Rule for the calls: active = growth percent below 10; inactive = the rest.

Every second line gives: ACHN	786-0	SN12C	CAKI-1	UO-31	IGROV1	TK-10	NCI/ADR-RES
NC(Cc1csc2ccccc12)C(=O)O (configuration not stated)
 : 93	84	95	72	84	122	93	95
O=[N+]([O-])c1cccc2cc(Br)cnc12
 : 96	x	99	121	x	147	103	113
CCOC(=O)c1sc2nc(/C=C/c3cccc(OC)c3OC)[nH]c(=O)c2c1C
 : 108	99	103	110	88	x	125	105
COc1cc(NCC(=O)Nc2cc(Nc3cccc(F)c3)ncn2)c(Cl)c(OC)c1Cl
 : 102	105	100	x	71	88	118	98
C=CCC(OC(C)=O)c1ccc(OC)c(OC)c1 (configuration not stated)
 : 99	115	102	92	90	97	102	116
N#Cc1c(-c2ccc(F)cc2)nc(SCc2nnc(-c3ccc(Cl)cc3)o2)[nH]c1=O
 : 99	101	92	98	83	99	101	110
COc1cc(Br)c(-c2nc(-c3ccccc3)c(-c3ccccc3)n2C2CC2)cc1OC
 : x	94	88	x	54	79	96	71
CSc1nc(N)c(CNCc2ccccc2)c(=O)n1C
 : 91	94	93	97	79	97	112	95
C=CC(=O)N1CC=C(c2cc3c(N[C@H](C)c4ccccc4)ncnc3[nH]2)CC1
 : 15	50	22	11	19	6.9*	-3.8*	90
CC(=O)SCCCON1C(=O)c2ccccc2C1=O
 : 108	110	93	90	73	96	139	110
O=C1NC(c2ccc(C(F)(F)F)cc2)N=C2C(c3ccccc3)=NOC12 (configuration not stated)
 : 110	97	104	x	85	98	104	110
CC(=O)N[C@H]1CCC[C@H](NC(C)=O)C1
 : 103	100	95	103	77	113	97	111
Cc1ccccc1S(=O)(=O)N1C(=O)c2ccccc2S1(=O)=O
 : 97	x	103	91	91	107	118	90
Cc1cnc(NC(=O)C(Cc2ccccc2)NC(=O)c2ccccc2)s1 (configuration not stated)
 : 68	97	76	92	27	-20*	79	66
NC(=O)C(CCCCN1CCCCC1)(c1ccccc1)c1ccccc1
 : 104	108	111	90	95	83	x	104
Nc1cc(=O)n(CC(=O)c2ccccc2)n1S(=O)(=O)c1ccccc1
 : 100	84	109	99	75	111	91	97
C/C(=C\c1ccccc1)c1ccncc1
 : 101	103	100	132	103	122	114	108
N=C(N)CC(N)=O
 : 94	101	99	105	74	114	104	103
COC(=O)c1c(C(=O)OC)c2ccc3c4cccnc4ccc3n2c1C(=O)c1ccc(Cl)cc1
 : 97	99	101	92	84	106	105	101
NC(=S)Nc1ccccc1O
 : 95&102	111&93	94&107	110	81&92	128&106	93&108	95&105
O=c1nc2c(-c3ccccc3)n[nH]n2c2ccsc12
 : 105	100	104	x	78	91	x	97
COc1cc2c(c(OC)c1OC)=NC(=O)/C(=C\c1sc(=O)[nH]c1O)C=2
 : 93	81	99	96	80	101	99	102
O=CC(OC(=O)c1ccccc1)C(OC(=O)c1ccccc1)C(COC(c1ccccc1)(c1ccccc1)c1ccccc1)OC(=O)c1ccccc1 (configuration not stated)
 : 60	x	62	x	20	-39*	78	93
Nc1nc(N)nc(-c2ccccn2)n1
 : 101	105	104	108	96	109	112	108
S=c1[nH]nc(-c2cccc(Cl)c2Cl)n1-c1ccc(Cl)cc1
 : 97	96	102	88	73	107	101	102
CN(C)S(=O)(=O)Oc1ccc(-c2sc3cc(OS(=O)(=O)N(C)C)ccc3c2C(=O)c2ccc(OCCN3CCCCC3)cc2)cc1
 : 32	21	87	73	44	81	79	72
C[C@@H](O)[C@H]1C(=O)N2C(C(=O)O)=C(SC3CN[C@H](C(=O)N(C)C)C3)[C@H](C)[C@H]12 (some centres not stated)
 : 97	103	100	95	79	101	106	101
CC(C)[C@H](N)C(=O)OCCOCn1cnc2c(=O)[nH]c(N)nc21
 : 105	103	100	99	84	109	111	89
Brc1ccc(-c2cc(-c3ccc4c(c3)OC=CO4)n[nH]2)s1
 : 98	104	99	63	88	81	149	77
O=C(O)CS(=O)(=O)c1ccccc1
 : 106	103	108	91	93	119	87	103
C=CCNC(=O)C1COc2ccccc2O1 (configuration not stated)
 : 93	101	92	110	78	90	92	92
Nc1nc(Cl)nc(Cl)n1
 : 111	108	101	x	62	97	117	110
OCC(O)C(O)C(O)C(O)c1nc2ccccc2[nH]1 (configuration not stated)
 : 116&101	104&104	104&98	99	85&78	106&102	87&94	104&99
O=c1oc2c(Cl)cccc2cc1-c1cc2ccccc2[nH]1
 : 91	101	97	76	65	64	160	100
COc1cc(C(F)(F)F)ccc1-c1cc(-c2ccc(F)cc2)n[nH]1
 : 77	100	85	78	60	81	x	92
COC(=O)N[C@H]1CCc2c(Cl)c(OC)c(OC)c(OC)c2-c2ccc(SC)c(=O)cc21
 : 31	7.3*	21	15	23	9.2*	46	7.4*
COc1ccc(/C=C/CO)cc1
 : 102	106	105	97	83	106	88	109
O=C(N/N=C/c1cccc([N+](=O)[O-])c1)c1ccc(Br)o1
 : 156	92	142	98	-25*	x	129	101
C=C(c1ccc(C(=O)NCCCn2ccnc2)cc1)c1cc2c(cc1C)C(C)(C)CCC2(C)C
 : -17*	-17*	19	-36*	-20*	7.3*	85	5.0*
c1ccc(CN=C(NCc2ccccc2)NCc2ccccc2)cc1
 : 73	73	72	85	61	60	59	86

Part of the list above in order of length of the SMILES, largest number first.
Every second line gives: ACHN	786-0	SN12C	CAKI-1	UO-31	IGROV1	TK-10	NCI/ADR-RES
O=C(N/N=C/c1cccc([N+](=O)[O-])c1)c1ccc(Br)o1
 : 156	92	142	98	-25*	x	129	101
O=c1nc2c(-c3ccccc3)n[nH]n2c2ccsc12
 : 105	100	104	x	78	91	x	97
Nc1nc(N)nc(-c2ccccn2)n1
 : 101	105	104	108	96	109	112	108

The list continues.
Every second line gives: ACHN	786-0	SN12C	CAKI-1	UO-31	IGROV1	TK-10	NCI/ADR-RES
Cc1cc(=O)[nH]n1-c1ccc(C#N)cc1N
 : 107	106	98	136	94	114	105	103
CC(C)C1NC(=O)NC1=O (configuration not stated)
 : 116	105	108	106	101	111	108	112
O=c1ccc2ccccc2c2ccccc12
 : 84	101	99	96	69	89	101	80
C=C(C)CNC(=O)C(C)O (configuration not stated)
 : 103	105	126	100	94	119	95	99
CC(=O)C(=Cc1ccc(C=C(C(C)=O)C(C)=O)cc1)C(C)=O
 : -33*	2.5*	17	-51*	-12*	49	5.1*	7.5*
Cc1cc(C)nc(NS(=O)(=O)c2ccc(Nc3nc4nc(SCc5ccccc5)nc(-c5ccc(O)cc5)c4c(=O)[nH]3)cc2)n1
 : 104	97	102	86	97	x	105	97
Cn1cc(-c2nc(-c3c[nH]c4ncc(F)cc34)cs2)c2cccnc21
 : 94	94	101	92	100	108	124	100
CC1=C(c2cc(-c3ccccc3O)[nH]c(=O)n2)C(c2ccccc2)NC(=S)N1 (configuration not stated)
 : 100	102	93	88	68	85	113	98
CCCCCC(CC)C(CC)CO (configuration not stated)
 : 105	94	106	101	93	108	80	106
O=C(Nc1ccccc1-c1nn(C(=S)Nc2ccccc2)c(=S)n(C(=S)Nc2ccccc2)c1=O)C(F)(F)F
 : 84	92	91	88	51	72	147	91
COC(CC=O)CC(C)CC(C)(C)C (configuration not stated)
 : 111	111	102	104	89	104	104	101
NC(=S)n1c(=O)n(-c2cccc(C(F)(F)F)c2)c(=O)c2cc(-c3ccc(F)cc3F)ccc21
 : -0.5*	11	-3.0*	-14*	6.1*	21	7.6*	4.9*
Cn1ccnc1C(=O)/C=C/c1ccc(CNC(=O)c2ccc(F)cc2)cc1
 : 43	22	20	48	35	23	75	19
NC(=O)N1c2ccccc2C=Cc2ccccc21
 : 98&101	95	103&96	88&88	87&89	90&106	107&106	51&96
CC(C)=C[C@@H]1C[C@H](O)Cc2c(C)cc(C)cc2N1
 : 102	104	92	85	74	107	112	98
COC(=O)C(=[N+]=[N-])C(=O)c1ccc(Cl)cc1
 : 110	88	95	100	92	109	x	102
Cc1ccc(C2CC(C(F)(F)F)n3nc(C(=O)N4CCN(C(c5ccccc5)c5ccccc5)CC4)cc3N2)cc1 (configuration not stated)
 : 74	87	81	63	56	100	81	66
COc1ccccc1NC(=O)Nc1cc(C(C)C)c(O)cc1C
 : 100	104	97	105	81	x	113	96
CC(=O)N[C@H](C(=O)N[C@@H](CCCNC(=N)N)C(=O)N[C@@H](CCCCN)C(=O)N[C@@H](CCCNC(=N)N)C(=O)N[C@]1(C)CCCCCC/C=C\CCC[C@@](C)(C(=O)N[C@@H](CCCNC(=N)N)C(=O)N[C@@H](CCC(=O)O)C(=O)N[C@@H](CC(C)C)C(=O)N[C@H](C(=O)N[C@@H](CCC(=O)O)C(N)=O)C(C)C)NC(=O)[C@H](CCC(N)=O)NC(=O)[C@H](CC(C)C)NC(=O)[C@H](CC(C)C)NC(=O)[C@H](CCCNC(=N)N)NC(=O)[C@H](CCCNC(=N)N)NC(=O)[C@H](CC(C)C)NC1=O)C(C)C
 : 9.2*	-51*	-41*	16	50	59	-43*	7.0*
O=C(O)c1c2c(nc3ccccc13)-c1ccccc1C1(CCCC1)C2
 : 89	100	98	115	77	103	111	104
CC1=NOC(=O)/C1=C\c1ccc(O)cc1
 : 101	101	101	95	86	104	102	106
O=C1/C(=C/c2cn(-c3ccccc3)nc2-c2ccccc2)SC(=S)N1CCc1ccc(O)cc1
 : 92	96	99	68	81	89	108	100
COc1cc2c(OC)c(-c3c(C)cc4c(-c5nc6ccccn6c5NC(C)(C)C)c(OC)c(OC)cc4c3OC)c(C)cc2c(-c2nc3ccccn3c2NC(C)(C)C)c1OC
 : 44	42	45	40	19	29	46	45
C=CCN1C(=O)c2cccc3c(/C=C/CN4C(=O)c5cccc6cccc(c56)C4=O)ccc(c23)C1=O
 : 93	106	89	79	81	91	128	95
Cc1nnc(NC(=O)Nc2ccc(S(N)(=O)=O)cc2)s1
 : 108	95	95	97	89	107	118	97
C/C(=N/NC(N)=S)c1ccc(O)cc1
 : 102	95	83	96	75	83	100	62
O=C(N/N=C/c1occc1Br)c1[nH]c2ccc(Br)cc2c1-c1ccccc1
 : -100*	-77*	-84*	-92*	-87*	-93*	-76*	-54*
O=C(CCCCCC1CCCCC1)OCCCl
 : 101	106	112	100	88	104	102	95
COc1ccc2[nH]c(=O)c(COC(=O)CC(=O)O)cc2c1
 : 100	103	99	94	76	106	97	104
Clc1nccc2c(-c3csc(-c4c[nH]c5ccccc45)n3)c[nH]c12
 : 24	28	59	52	26	69	56	53
CCn1cc(-c2ccnc(NCCNS(=O)(=O)c3cccc4ccccc34)c2)c(-c2cccc(O)c2)n1
 : 100	92	97	102	90	91	114	102
COC(=O)C1(C(C)C(=O)c2ccc(Cl)cc2)NC(=S)NC(=O)C1C#N (configuration not stated)
 : 103	109	95	97	91	103	102	101
Fc1ccc(CNc2nc(-c3cccnc3)nc3c2sc(=S)n3-c2ccc(F)cc2)cc1
 : 101	81	85	x	80	103	109	100
O=C(CSc1nnc(-c2ccc(Cl)cc2)n1-c1ccccc1)Nc1ccc(Cl)cc1
 : -3.0*	-50*	16	51	12	23	-6.4*	35
Cc1ncc([N+](=O)[O-])n1CCO
 : 92&117&110	100&102&98	104&94&80	91&96&113	96&88&96	107&98&108	107&101&106	95&100&107
COc1cc(C(=O)NNC(=O)c2ccccc2C(=O)O)cc(OC)c1OC
 : x	39	41	x	49	50	72	38
N[C@@H](Cc1ccccc1)[C@@H](O)C(=O)NCc1ccccn1
 : 106	101	101	101	96	106	100	113
Oc1ccc(Nc2ncnc3c2cnn3-c2cccc(Br)c2)cc1
 : 97	94	92	93	64	98	119	101
CC(C)(C)[Si](C)(C)OC1[C@@H](CNC(N)=O)O[C@@H](n2cnc3c(NC(=O)Nc4ccccc4)ncnc32)[C@H]1O[Si](C)(C)C(C)(C)C (some centres not stated)
 : 40	59	-34*	92	41	56	84	58
COc1ccc2cc(C(=O)c3cc4ccc(OC)cc4oc3=O)c(=O)oc2c1
 : 104	90	96	93	80	115	99	105
N/C(=N\Cl)C(Cl)(Cl)Cl
 : 103	100	101	100	97	124	109	111
CN(C)c1cccc([N+](=O)[O-])c1
 : 110	110	98	98	77	101	98	107
CCOC(=O)c1ccc2c(c1)[n+](=O)c(C(=O)c1ccccc1)c(C)n2[O-]
 : 104	102	90	108	86	88	146	96
CCC(=O)[C@@H]1CC[C@H](C)c2ccc(C)nc2C1
 : 104	104	95	99	90	103	104	102
C=C1CCCCC1O (configuration not stated)
 : 101	105	105	107	91	114	127	113
O=C(CCCC1CCCCC1)OC1CCCC1
 : 116	106	108	99	90	105	109	98
CC(=O)OCC1=C(C(=O)O)N2C(=O)[C@@H](NC(=O)CSc3ccncc3)[C@H]2SC1
 : 98	112	102	90	83	108	x	107
Cc1cc(C2(c3cc(C)c(OCC(O)CNN(C)C)cc3C(C)C)OC(=O)c3ccccc32)c(C(C)C)cc1OCC(O)CNN(C)C (configuration not stated)
 : 79	72	78	52	72	92	105	86
CCOC(=O)c1cnc2sc(-c3ccc(OC)cc3)nc2c1Cl
 : 105	115	102	95	79	102	145	90

Entries of single compounds, quoted from the list. Order of screens: ACHN, 786-0, SN12C, CAKI-1, UO-31, IGROV1, TK-10, NCI/ADR-RES
CN(C)c1cccc([N+](=O)[O-])c1 as listed: 110, 110, 98, 98, 77, 101, 98, 107
Cc1cc(C2(c3cc(C)c(OCC(O)CNN(C)C)cc3C(C)C)OC(=O)c3ccccc32)c(C(C)C)cc1OCC(O)CNN(C)C (configuration not stated) as listed: 79, 72, 78, 52, 72, 92, 105, 86
CCOC(=O)c1ccc2c(c1)[n+](=O)c(C(=O)c1ccccc1)c(C)n2[O-] as listed: 104, 102, 90, 108, 86, 88, 146, 96
N/C(=N\Cl)C(Cl)(Cl)Cl as listed: 103, 100, 101, 100, 97, 124, 109, 111

High-throughput results as filed in PubChem BioAssay.
